Source: PubChem
sgs1 mgt1 = NCI yeast anticancer drug screen, S. cerevisiae sgs1 mgt1 strain; % growth inhibition at 50 µM; 78,000 compounds, 10% hits;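 note: 0% = growth of vehicle-only cultures of the same strain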
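Growth of a repair-deficient yeast mutant was monitored after compound treatment and expressed as inhibition relative to vehicle-treated cultures.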
yeast rad50 = NCI yeast anticancer drug screen, S. cerevisiae rad50 strain; 79,000 compounds, 10% hits; growth inhibition, % at 50 µM;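 note: 0% = growth of vehicle-only cultures of the same strain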
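Genetically altered yeast (DNA repair pathway); compound treatment; growth inhibition vs vehicle ctrl.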
mec2-1 = NCI yeast anticancer drug screen, S. cerevisiae mec2-1 strain | growth inhibition, % at 50 µM | 79,000 compounds, 9% hits | AID 157, 2004;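 note: 0% = growth of vehicle-only cultures of the same strain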
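Cells of the genetically defined mec2-1 yeast strain are incubated with test compound. Inhibition of growth is calculated against vehicle-treated controls.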
yeast mlh1 rad18 = NCI yeast anticancer drug screen, S. cerevisiae mlh1 rad18 strain; % growth inhibition at 50 µM; 79,000 compounds, 11% hits; AID 175, 2004;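 note: 0% = growth of vehicle-only cultures of the same strain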
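In this whole-cell yeast screen, a strain with altered DNA damage repair is challenged with compound, and its growth is measured against matched vehicle-treated controls.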
bub3 = NCI yeast anticancer drug screen, S. cerevisiae bub3 mutant strain. growth inhibition, % at 50 µM. 78,000 compounds, 9.9% hits. AID 167, 2004;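 note: 0% = growth of vehicle-only cultures of the same strain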
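Steps: expose the mutant yeast strain to compound; grow alongside vehicle-treated cultures; measure growth; express inhibition against the vehicle cultures.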
yeast cln2 rad14 = NCI yeast anticancer drug screen, S. cerevisiae cln2 rad14 strain | 78,000 compounds, 8.3% hits | growth inhibition, % at 50 µM;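 note: 0% = growth of vehicle-only cultures of the same strain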
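Relative to vehicle controls, growth inhibition of compound-treated cln2 rad14 yeast was recorded.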
* marks the source's active call; other numbers are inactive results. Cut-off read from the data, not from the text of the source: active = growth inhibition above about 70%; inactive = the rest.

molecule	sgs1 mgt1	yeast rad50	mec2-1	yeast mlh1 rad18	bub3	yeast cln2 rad14
CCOC(=O)NC(CCl)NC(=O)OCC	-2	-12	-6	-36	6	-77
Cc1ccc2cc(-c3ccccc3)[nH]c2c1	-14	-15	-11	-55	-34	-13
CC(=O)NCCC1CN(C(=O)/C=C/I)c2ccccc21 (stereo not drawn)	5	-8	30	-17	25	38
Cc1nc(Cc2n[nH]c(C)n2)n[nH]1	12	14	-7	14	3	15
COC(=O)c1cc2c(cc1CC1Cc3cc4c(cc3C1)CCC4)CCC2	-50	-18	-23	-17	-11	27
CN1CC(=O)N=C1N	11	6	-6	8	-3	18
CCOC(=O)C1(C(=O)OCC)CC(CCC#N)(CCC#N)C(=O)C(CCC#N)(CCC#N)C1	2	-2	-6	-27	-11	-3
Fc1ccc2nncc(SCc3ccc(Cl)c(Cl)c3)c2c1	4	-1	0	-2	18	-11
CC(C)C[C@H](NC(=O)[C@H](CCc1ccccc1)NC(=O)c1ccc2ccccc2n1)B(O)O	56	61	65	83*	85*	74*
CC(=O)NN=C(C)C	-12	0	-4	-10	-2	7
O=C(C[n+]1cccc(C(=O)Nc2ccccc2)c1)Nc1ccc(Cl)cc1	-2	-3	-1	7	7	0
COc1cccc2c1C(=O)C1(O)CCCCC21 (stereo not drawn)	-65	-56	-42	-26	-59	-21
COc1cc(C)c2c(c1C=O)Oc1c(c(C)c(O)c3c1C(O)OC3=O)OC2=O (stereo not drawn)	5	25	-8	-60	-5	26
c1cncc(O[Si](Oc2cccnc2)(Oc2cccnc2)Oc2cccnc2)c1	-24	-16	-5	-15	16	-6
CCOC(=O)C1=NC(c2ccccc2)N(c2ccccc2)C1c1ccccc1 (stereo not drawn)	18	-9	-8	8	10	-1
O=C(Nc1ccc(Cl)cc1)OCC1C2C=CC(C2)C1CO (stereo not drawn)	98*	87*	76*	78*	93*	66
O=C1c2cc3ccccc3cc2NC(O)c2cccn21 (stereo not drawn)	1	9	5	13	13	27
O/N=C(\c1ccccc1)C1c2ccccc2-c2ccccc21	-20	-10	-18	-17	-6	21
C[C@@]1(Cc2ccccc2)C(=O)N2[C@@H](CO)C(c3ccccc3)O[C@]2(C)c2ccccc21 (stereo partly drawn)	-15	-11	5	-29	-9	-6
Nn1c2ccccc2c2ccccc21	8	35	12	75*	-6	12
c1ccc(N=C2SC3=Nc4cccc5cccc(c45)N3C2=Nc2ccccc2)cc1	2	1	10	6	16	5
O=CNCCc1ccc2c(c1)[nH]c1ccccc12	13	8	16	21	-13	-11
NC(=O)Cc1ccc2c3c(cccc13)CC2	2	15	5	9	12	-34
CCOc1ccc(N=Nc2c(C)nn(C(N)=S)c2C)cc1	11	18	1	0	-1	-43
CCCc1cc(=O)n(CCCc2ccccc2)c(=O)n1CCCc1ccccc1	-9	10	-9	16	-4	-36
COc1nc(NC2OC(CO)C(O)C(O)C2O)cc(=O)n1C (stereo not drawn)	1	4	-6	-11	-40	-4
O=C1CSC(c2ccc(Cl)c([N+](=O)[O-])c2)N1c1nncs1 (stereo not drawn)	24	8	5	25	10	13
Sc1cccc2c(S)cccc12	-7	-15	-25	-31	-7	-30
Cc1cc2nc(C=C(C(F)(F)F)C(F)(F)F)sc2cc1C	12	-2	15	37	12	2
CC(C)CCCC(C)C1CCC2C(CC(=O)O)C(C3(C)CCC(O)CC3=O)CCC2(C)C1 (stereo not drawn)	26	24	27	33	2	8
O/N=C(/Cc1ccccc1)CC(O)(C(F)(F)F)C(F)(F)F	87*	91*	90*	94*	87*	86*
CCCCCNC(=O)c1ccc(Cl)c(Cl)c1	83*	65	28	65	65	34
O=C(O)c1nc2cn1/C=C\C=NCC1=CN3C=CC=NC3(C(=O)O)N1C2 (stereo not drawn)	-12	-15	-3	-19	1	-43
CNc1ccc2c(cc1=O)C(NC(C)=O)CCc1cc(OC)c(OC)c(OC)c1-2 (stereo not drawn)	2	12	-3	14	6	-10
CC(=O)C1=CN=C2C(=O)N(c3ccccc3)N(C)C12C (stereo not drawn)	39	35	32	36	32	21
CC(O)(c1ccncc1)c1cc2ccccc2n1S(=O)(=O)c1ccccc1 (stereo not drawn)	15	2	3	6	2	-20
CC(C)COC(=O)c1ccccc1	20	35	8	4	-10	-18
COc1c(C(=O)/C(=N/Nc2cccc(Cl)c2)C(C)=O)c(O)c(OC)c2occc12	-7	-5	-8	8	8	-8
O=C(OCC(COC(=O)c1ccccc1)OC(=O)c1ccccc1)c1ccccc1	9	-7	2	1	39	-25
Cc1cccc(NC(=O)/C(=N\N)C(c2cnc3ccc([N+](=O)[O-])cc3n2)[N+](=O)[O-])c1C (stereo not drawn)	0	9	-7	7	10	5
C=CCc1cc(OC)c2c(c1)C(OC(C)=O)CC(c1ccc(OC)c(OC)c1)O2 (stereo not drawn)	-35	-17	-16	-21	-6	-13
O=C(O)c1sccc1-c1cccc2ccccc12	11	0	19	-12	-16	-13
c1ccc(CSc2ccc3ccccc3c2)cc1	-14	-4	-20	-30	-4	-52
NC(=S)N/N=C/c1ccc(F)cn1	-2	23	58	12	-5	-64
COc1c(C)c(OC)c(C(=O)CC(C)C)c(OC)c1C	35	0	5	-30	20	20
O=c1[nH]cnc2c1ncn2CCCCO	2	0	-5	10	0	3
c1ccc2c(c1)nc1n2CC2(CS1)CSc1nc3ccccc3n1C2	-7	-9	2	-3	-13	-26
O=C1c2ccccc2C(=O)N1c1ccc2c(c1)Cc1cc(F)ccc1-2	14	-19	-15	2	59	-47
CC(C)(Nc1ccccc1)C(=O)OC(C)(C)C(=O)Nc1ccccc1	-12	-7	-26	-7	-6	2
COC(=O)CC1(C(=O)OC)Nc2ccc(Cl)cc2C(=O)O1 (stereo not drawn)	12	-3	2	-12	-10	-20
COC(=O)/C=C(/C(=O)OC)N(C)Cc1ccccc1	11	-6	15	-7	3	13
CN(C)Cc1ccccc1COC(=O)c1ccc(Br)cc1	7	5	-11	-12	5	-28
CCCCC1OCCOC1C1COCCO1 (stereo not drawn)	-11	-7	-22	7	3	-6
COc1ccc2c(c1)C(O)=C(CC=C(C)C)C(=O)C2=O	20	27	35	41	4	46
C(=Nc1ccncc1)c1c[nH]c2ccccc12	6	4	2	2	-5	9
CCOC(=O)c1c(N)sc2c1C(C)(C(=O)OCC)CC2 (stereo not drawn)	5	-8	-3	11	9	-26
CC(C)(C)c1ccc(O)c(Cc2cc(C(C)(C)C)cc(Cc3cc(C(C)(C)C)ccc3O)c2O)c1	-46	-9	-14	-12	-4	-16
Cc1cc(C)c(C(=O)/C=C(\N)C(=O)c2c(C)cc(C)cc2C)c(C)c1	3	-7	0	5	27	15
COc1ccc(COC(=O)NNC(=O)C2CSC(c3ccccc3)N2C(C)=O)cc1 (stereo not drawn)	-16	-23	7	-10	-9	3
OC1OC2COC(c3ccccc3)OC2C(O)C1O (stereo not drawn)	8	4	-14	-21	-3	-3

Another view of some results above:
COc1c(C)c(OC)c(C(=O)CC(C)C)c(OC)c1C
  sgs1 mgt1: 35
  yeast rad50: 0
  mec2-1: 5
  yeast mlh1 rad18: -30
  bub3: 20
  yeast cln2 rad14: 20

O=c1[nH]cnc2c1ncn2CCCCO
  sgs1 mgt1: 2
  yeast rad50: 0
  mec2-1: -5
  yeast mlh1 rad18: 10
  bub3: 0
  yeast cln2 rad14: 3

c1ccc2c(c1)nc1n2CC2(CS1)CSc1nc3ccccc3n1C2
  sgs1 mgt1: -7
  yeast rad50: -9
  mec2-1: 2
  yeast mlh1 rad18: -3
  bub3: -13
  yeast cln2 rad14: -26

O=C1c2ccccc2C(=O)N1c1ccc2c(c1)Cc1cc(F)ccc1-2
  sgs1 mgt1: 14
  yeast rad50: -19
  mec2-1: -15
  yeast mlh1 rad18: 2
  bub3: 59
  yeast cln2 rad14: -47

(further entries)
molecule	sgs1 mgt1	yeast rad50	mec2-1	yeast mlh1 rad18	bub3	yeast cln2 rad14
COc1cc2cc(c1Cl)NC(=O)/C=C/[C@]1(C)O[C@H]1[C@H](C)[C@@H]1C[C@@](O)(NC(=O)O1)[C@H](OC)C=C/C=C(\C)C2	12	20	5	21	20	22
CC(=O)Nc1ccc(Cc2ccc(N=Cc3ccccc3)cc2)cc1	3	17	-7	12	0	7
COC(=O)c1cc([N+](=O)[O-])ccc1Cl	-3	-22	-11	-1	-7	-14
N/N=C1/C(=O)N(c2ccc(Cl)cc2)C(=O)C(=O)C1c1nc2ccccc2s1 (stereo not drawn)	-32	-15	-2	-17	2	-17
COC(=O)CC1(C(=O)OC)NC(=O)c2cc(OC)c(Cl)cc2N1 (stereo not drawn)	-7	-4	8	-20	-5	14
O=C(O)CN1N=CCC1(c1ccccc1)c1ccccc1	2	9	8	0	5	-1
COC(=O)/N=C/CCC(O)NC(=O)OC (stereo not drawn)	-3	40	2	12	-19	46
CC(C)=CC(=O)N1CCN(C(=O)C=C(C)C)CC1	-6	-34	-20	-10	11	19
C[N+](C)([O-])Cc1cc(-c2ccccc2)ccc1O	-27	-1	-28	11	-39	3
Cc1ccc2c(c1)[n+]([O-])c1c3ccccc3[nH]c1[n+]2[O-]	23	63	23	26	15	26

Some of these compounds in order of heavy-atom count, rising.
molecule	sgs1 mgt1	yeast rad50	mec2-1	yeast mlh1 rad18	bub3	yeast cln2 rad14
COC(=O)c1cc([N+](=O)[O-])ccc1Cl	-3	-22	-11	-1	-7	-14
COC(=O)/N=C/CCC(O)NC(=O)OC (stereo not drawn)	-3	40	2	12	-19	46
C[N+](C)([O-])Cc1cc(-c2ccccc2)ccc1O	-27	-1	-28	11	-39	3
Cc1ccc2c(c1)[n+]([O-])c1c3ccccc3[nH]c1[n+]2[O-]	23	63	23	26	15	26
O=C(O)CN1N=CCC1(c1ccccc1)c1ccccc1	2	9	8	0	5	-1
N/N=C1/C(=O)N(c2ccc(Cl)cc2)C(=O)C(=O)C1c1nc2ccccc2s1 (stereo not drawn)	-32	-15	-2	-17	2	-17

A different layout for some results above.
Values run as follows: sgs1 mgt1 | yeast rad50 | mec2-1 | yeast mlh1 rad18 | bub3 | yeast cln2 rad14
COC(=O)CC1(C(=O)OC)Nc2ccc(Cl)cc2C(=O)O1 (stereo not drawn)
 : 12 | -3 | 2 | -12 | -10 | -20
COC(=O)/C=C(/C(=O)OC)N(C)Cc1ccccc1
 : 11 | -6 | 15 | -7 | 3 | 13
